EP2 antag = inhibitors of human EP2 prostaglandin E2 receptor; P43116; C6 glioma cells expressing human EP2, cAMP TR-FRET; cells stimulated with saturating PGE2; inhibition, % at 25 µM; actives 0.52% (n = 260,000); AID 1422;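 active = percent inhibition above 40 after rounding to a whole number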;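 also: rat C6 glioma host cells with rolipram phosphodiesterase inhibitor present; the protocol text gives 20 µM as final concentration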
RBBP9 inh = blocks human serine hydrolase RBBP9. O75884. recombinant RBBP9, FP-Rh probe fluorescence polarization. actives 0.2% (n = 220,000). AID 1515. inhibition, % at 7.94 µM;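 active = inhibition above the campaign mean of all tested compounds plus 3 SD, cut at about 14% in these data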;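 also: plate controls were DMSO wells with RBBP9 for no effect and wells lacking RBBP9 protein for full effect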
Target sequence (O75884 whole entry, looked up): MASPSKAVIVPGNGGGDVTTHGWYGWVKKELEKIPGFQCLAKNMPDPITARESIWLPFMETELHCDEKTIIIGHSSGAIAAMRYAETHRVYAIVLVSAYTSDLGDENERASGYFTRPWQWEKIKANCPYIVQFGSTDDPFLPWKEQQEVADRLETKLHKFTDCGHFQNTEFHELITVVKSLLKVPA
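Test system – recombinant human RBBP9 · Input – RBBP9 2.5 µM in dispensing solution, pre-mixing · Medium – Tris buffer pH 8.0, NaCl, Pluronic · Schedule – preincubation 30 min plus labeling 45 min at 25 °C · Measured by – fluorescence polarization · Measure – % inhibition · Controls – DMSO and no-protein wells · Replicates – one well per compound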
zVAD death inh = L929 zVAD cell death inhibition; viability rescue, % at 10 µM; L929 zVAD necroptosis rescue, ATP luminescence, 24 h; with zVAD 60 µM; actives 0.38% (n = 220,000); AID 1377;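 active = activation, scaled between plate controls, above about 75%, limit read from the data; inactive = activation under that limit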;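 also: 0% = zVAD with DMSO and 100% = DMSO alone without zVAD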
EP2 mod = modulators of human EP2 prostaglandin E2 receptor; P43116; EP2-expressing cells, cAMP HTRF FRET, PGE2 co-stimulation; induction, % at 25 µM; actives 0.83% (n = 260,000); AID 940;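 active = compounds whose cAMP rise, as percent of the full-agonist control response, exceeds 60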;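 also: rat C6 glioma line stably carrying human EP2 under a CMV promoter; the protocol text gives 20 µM as final concentration; 100% = response of wells given 1 µM PGE2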
TNF death inh = inhibitors of TNF-alpha induced necroptosis in Jurkat FADD-/- cells. actives 0.068% (n = 220,000). activation (protection from cell death), % at 10 µM. Jurkat FADD-/- TNF necroptosis rescue, ATP luminescence, 24 h; 0 = TNF only, 100 = no-TNF cells;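 active = activation, meaning protection from cell death, of at least 50% relative to plate controls; inactive = activation below 50%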;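 also: necroptosis triggered by 40 ng/mL TNF-alpha added together with compound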
Runt-CBFb FRET = Runt domain-CBFb interaction inhibition; Q01196+Q13951; Cerulean-Runt/Venus-CBFb FRET ratio 530/480, 1 h; inhibition, % at 20 µM; actives 0.46% (n = 220,000); AID 1496;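 active = inhibition over about 50% at 20 µM in the single-dose screen, limit read from the data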;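 also: 0% = DMSO wells and 100% = excess unlabeled CBFb competitor control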
Target sequence (Q01196 whole entry, looked up, the tested form may be a part): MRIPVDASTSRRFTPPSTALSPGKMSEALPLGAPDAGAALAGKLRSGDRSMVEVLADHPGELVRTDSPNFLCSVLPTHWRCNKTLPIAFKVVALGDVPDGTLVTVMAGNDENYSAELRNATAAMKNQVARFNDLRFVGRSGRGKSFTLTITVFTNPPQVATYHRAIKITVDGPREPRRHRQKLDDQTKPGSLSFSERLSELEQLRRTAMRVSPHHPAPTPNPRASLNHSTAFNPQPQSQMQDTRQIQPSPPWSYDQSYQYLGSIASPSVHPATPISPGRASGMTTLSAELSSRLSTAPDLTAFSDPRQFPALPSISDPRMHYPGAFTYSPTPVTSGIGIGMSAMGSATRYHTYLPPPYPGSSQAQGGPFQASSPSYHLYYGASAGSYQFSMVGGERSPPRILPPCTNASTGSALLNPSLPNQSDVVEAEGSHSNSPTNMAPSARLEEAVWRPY
Target sequence (Q13951 whole entry, looked up, the tested form may be a part): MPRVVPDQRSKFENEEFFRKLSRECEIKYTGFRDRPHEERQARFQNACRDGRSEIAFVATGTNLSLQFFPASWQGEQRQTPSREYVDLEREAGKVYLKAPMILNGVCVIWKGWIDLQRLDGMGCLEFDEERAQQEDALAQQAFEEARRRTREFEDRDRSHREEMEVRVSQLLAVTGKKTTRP
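test system = Cerulean-tagged RUNX1 Runt domain (FRET donor) fusion protein | reagent = Venus-CBFb binding partner, 100 nM | incubation = protein complex preformed 1 h, compound exposure 1 h, room temperature, dark | detection = FRET fluorescence | read-out basis = loss of energy transfer signal | controls = 5 µM unlabeled CBFb as full-inhibition high control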
Runt-SMMHC FRET = inhibitors of human RUNX1 Runt domain binding to CBFb-SMMHC. Q01196+Q13951. Cerulean-Runt/Venus-CBFb-SMMHC FRET ratio 530/480, 1 h. inhibition, % at 20 µM. actives 0.74% (n = 220,000). AID 1434;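 active = mean inhibition across duplicate retests at 20 µM reaching about 50%, limit read from the data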;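 also: 0% = DMSO wells and 100% = wells with excess untagged CBFb-SMMHC; inhibitors lower the FRET ratio by blocking Runt binding to CBFb-SMMHC; some results filed as inactive read as strong as hits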
PERK inh = blocks human PERK kinase; Q9NZJ5; CHO PERK-DD fusion, SEAP luminescence translation reporter; inhibition, % at 5.6 µM; actives 0.17% (n = 220,000);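 active = inhibition above the mean inhibition of all tested compounds plus 3 SD, set separately per screening campaign, cut at about 2.9% in these data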;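 also: PERK kinase domain activated by AP20187 dimerizer at 100 nM; 0% = DMSO with dimerizer and 100% = rapamycin at 8.4 µM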
Hck Nef HTS = inhibitors of human Hck kinase activated by Nef; actives 0.68% (n = 220,000); Recombinant Hck-YEEI plus Nef, Z-Lyte FRET kinase assay; P08631; AID 463187; inhibition, % at 20 µM;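 active = Hck-Nef kinase inhibition above about 50%, limit read from the data; inactive = inhibition below that limit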;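 also: 0% = DMSO with Hck plus Nef and 100% = Hck alone without Nef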
Starred values were filed as active, the others as inactive; x = no result given; & = joins results of further samples. Some of the compounds tested (hit frequency here may not be typical).

SMILES | EP2 antag | RBBP9 inh | zVAD death inh | EP2 mod | TNF death inh | Runt-CBFb FRET | Runt-SMMHC FRET | PERK inh | Hck Nef HTS
CCc1ccc(-c2nn[nH]n2)cc1 | 8.9 | 3.2 | -0.2 | 1.8 | -2.0 | -1.1 | 2.0 | 0.9 | 1.2
O=C(NCc1ccccc1)c1ccc(Cl)cc1 | 9.5 | -22.9 | -1.0 | -35.4 | 2.5 | 3.8 | 0.2 | 0.7 | 2.4
CCOc1cc(-c2nc(-c3ccccc3)c(-c3cc([N+](=O)[O-])ccc3C)[nH]2)ccc1O | 8.2 | 3.2 | 0.8 | 17.1 | -5.8 | 5.0 | 2.5 | -1.4 | 11.0
Cc1ccc(-n2nnc3c(=O)n(Cc4cccc(C)c4)cnc32)cc1 | 6.1 | -11.6 | 0.7 | 15.9 | -0.4 | -0.6 | -0.7 | 1.2 | 0.5
O=C(COC(=O)Cc1ccccc1[N+](=O)[O-])NC1CCCC1 | 5.1 | -8.2 | 4.7 | 0.9 | 0.5 | -2.5 | 3.8 | -0.3 | -14.7
CCCOc1ccc(-c2cn3ccccc3n2)cc1[N+](=O)[O-] | 6.8 | -6.0 | 6.2 | -14.6 | -0.5 | -5.8 | 0.9 | 0.1 | 1.5
O=C(C=C=Nc1ccccc1)C(=O)N=C=Cc1ccccc1 | 27.3 | -2.5 | 7.3 | -52.4 | -25.6 | -16.7 | -50.9 | -1.0 | 7.7
N#CCCN(C(=O)CSc1nc2nc(-c3cccs3)cc(C(F)(F)F)c2c(=O)[nH]1)c1ccccc1 | 14.6 | 3.3 | 0.7 | 37.0 | 0.6 | -6.3 | 4.8 | 0.5 | -3.3
CNC(=O)c1[nH]cnc1C(=O)N[C@@H](Cc1ccccc1)C(=O)OC(C)(C)C | 6.1 | 4.8 | -0.1 | -2.4 | -0.6 | -3.0 | -2.3 | 0.9 | 22.5
O=C(NC(=S)NNC(=O)c1cc2ccccc2cc1O)c1ccco1 | 5.0 | -1.9 | -0.6 | -15.8 | -1.2 | 12.4 | -9.6 | 0.4 | 16.7
CCOCCn1c(-c2ccccc2)nc2ccccc21 | 3.9 | -3.1 | 0.1 | 24.1 | 1.1 | 0.5 | -1.3 | -1.4 | 21.0
CCOc1ccc(NC(=O)CSc2nc3ccccc3c(=O)n2CCCC(=O)N2CCCC2)cc1 | 0.5 | -6.5 | -0.3 | 15.4 | -1.1 | -5.6 | -1.3 | 0.8 | -0.4
CN1CCC(=NNC(=O)C(=O)Nc2ccccc2)CC1 | 7.5 | -8.4 | -0.1 | 14.7 | -2.3 | 37.2 | -0.1 | 0.3 | -0.5
CN(CCc1ccccn1)C(=O)CC1C(=O)NCCN1Cc1ccc(-c2ccccc2)cc1 (stereo not given) | 5.0 | -12.2 | -0.7 | -9.5 | 0.0 | -4.8 | 0.6 | -0.4 | -7.0
O=C(CCS(=O)(=O)c1ccc(Cl)cc1)NCCc1c[nH]c2ccccc12 | -0.1 | -1.7 | 1.1 | -50.4 | -0.6 | -1.4 | 1.0 | 0.5 | -0.2
NC[C@@H]1O[C@H](C23CC4CC(CC(C4)C2)C3)Cc2c1ccc(O)c2O | 21.6&19.6 | x | 30.2 | -0.5&0.3 | -10.0 | 4.4 | -1.1 | x | 1.4
Cc1ccc(N(CC(=O)NCc2ccncc2)S(C)(=O)=O)cc1Cl | 10.0 | -3.2 | 1.5 | 21.8 | -0.9 | -1.9 | 0.0 | 0.3 | 1.1
N#Cc1cn(-c2ccccc2)nc1-c1ccco1 | 2.9 | -13.2 | 0.1 | 4.7 | -1.1 | 16.2 | 15.7 | 0.3 | 0.9
CC(=O)c1cc2c(cc1NS(=O)(=O)c1ccc(C)cc1)OCCO2 | 13.5 | 0.0 | x | -31.3 | -8.7 | 0.0 | 1.2 | 0.9 | -6.9
CCc1cc2cc(C)c(C)cc2nc1SCC(=O)NNC(=O)c1ccco1 | 11.1 | -3.4 | -0.1 | 41.7 | -0.6 | -2.4 | -5.9 | 1.1 | 0.6
CCCCCCNC(=O)CC(NS(=O)(=O)c1ccc(OC)cc1)C(C)C (stereo not given) | 3.1 | -9.7 | x | 38.1 | 3.0 | -3.5 | -6.5 | -1.1 | -8.1
O=C1CCCc2nn(-c3ccccc3)nc21 | 21.3 | -1.5 | x | 14.6 | 1.3 | -0.6 | -3.1 | 1.5 | -5.2
O=C(NCc1nc2ccccc2[nH]1)C1=C[C@@H](c2ccc3c(c2)OCO3)C[C@@H](OCc2ccc(CO)cc2)O1 | 7.1 | x | -0.9 | -7.0 | -4.0 | 2.6 | 2.2 | x | 28.2
CN(C)/C=C1\NC(=S)N(c2ccc(Cl)cc2)C1=O | 4.3 | -0.6 | 0.6 | 19.3 | -0.9 | 2.6 | 0.1 | 0.7 | -10.8
CCCOc1nc2c(c(=O)n(C)c(=O)n2C)n1C | 8.7 | 1.7 | -0.2 | 9.1 | 0.5 | -0.5 | 0.4 | 1.0 | 14.1
CCN(CC)S(=O)(=O)c1ccc(C)c(NC(=O)Cn2cnc3cc([N+](=O)[O-])ccc3c2=O)c1 | 5.0 | -8.9 | -0.2 | -47.2 | 1.8 | -0.1 | 4.0 | 0.4 | 2.7
CC(C)(C)C1CCC(=O)C(C2(O)C(=O)Nc3ccccc32)C1 (stereo not given) | 3.6 | -7.0 | x | 9.8 | -0.1 | -0.5 | -0.7 | 1.0 | -11.0
Cc1cc(C)c(NC(=O)/C(=C/c2ccccc2)c2ccccc2)c(C)c1 | 2.8 | -2.3 | -0.1 | 61.9* | 1.0 | 0.2 | 0.5 | -0.3 | 4.6
COc1ccc(NC(=O)CS(=O)CC(=O)Nc2ccc(OC)c(OC)c2)cc1 (stereo not given) | 3.8 | -9.9 | 0.1 | -27.9 | -1.2 | 0.2 | 3.5 | 1.4 | 0.1
Cc1ccc(-c2csc(N3CCC(C(N)=O)(N4CCCCC4)CC3)n2)cc1 | 10.9 | -3.2 | 4.0 | 11.6 | -2.4 | 5.4 | 2.3 | 1.6 | 2.6
Cc1ccc2c(c1)nnn2C1CCN(CC(=O)NCCc2nc3ccccc3[nH]2)CC1 | 5.0&9.6 | -2.3 | -0.5 | -17.5&8.6 | -1.6 | -1.4 | -1.0 | 0.0 | 1.9
CCN1CCN(C(=O)c2ccc(COc3ccc(Cl)cc3)o2)CC1 | 9.6 | -9.2 | -0.1 | -15.4 | 0.3 | -0.1 | -0.3 | 0.2 | 0.2
Cc1ccc(-c2nnc(SC(C)C#N)n2N)cc1 (stereo not given) | 10.2 | -1.1 | 0.3 | -8.6 | -1.1 | -1.4 | -0.3 | 0.5 | 1.8
CCCCCCCCCCCC(=O)c1c(O)cccc1O | 19.3 | -2.6 | 1.6 | -23.5 | 0.0 | -1.3 | 2.7 | 1.6 | 18.7
CCCCN1C(=O)NC(NC(=O)C2CC2)(C(F)(F)F)C1=O (stereo not given) | 7.1 | 3.2 | 1.7 | 23.8 | -0.7 | -2.4 | -3.4 | 1.4 | 24.6
Cc1cc(C)n(-c2ccc(C(=O)Nc3cc(S(=O)(=O)N(C)C)ccc3Cl)cc2)n1 | 11.0 | 2.9 | 0.0 | 10.2 | 2.3 | -0.2 | -5.4 | -1.0 | -2.0
Clc1ccc(-c2nnc3n2CCCCS3)cc1 | 9.9 | -0.7 | 0.0 | 38.4 | -1.2 | 0.6 | 4.3 | 0.6 | -41.9
CC(Sc1ccccc1)C(=O)N(CCC#N)Cc1cccnc1 (stereo not given) | 3.0 | -5.8 | 1.2 | 8.5 | -0.6 | -2.9 | -3.2 | -0.8 | 25.6
O=C(NCc1ccccn1)C(=O)NCC(c1ccco1)N1CCN(c2ccc(F)cc2)CC1 (stereo not given) | 3.9 | -2.6 | 0.7 | -12.0 | -0.3 | -0.1 | 2.2 | 0.2 | 3.8
Cn1cccc1/C=N/NC(=O)CNc1ccc2ccccc2c1 | 7.5 | -3.3 | 0.2 | -24.2 | -0.1 | 9.3 | 1.2 | -0.9 | 15.1
C[C@H]1CC[C@@]2(O[C@H](CCO)C[C@@H](O)[C@@H]2O)O1 | 12.7 | -11.2 | -0.3 | -6.4 | 0.7 | 0.6 | 0.6 | 0.1 | -14.2
CCC(CC)NC(=O)c1cc(OC)c(OC)cc1[N+](=O)[O-] | 12.9 | -9.0 | 0.3 | 20.6 | -1.3 | 3.4 | 1.6 | 0.6 | -1.3
CCC(=O)Nc1c(S(=O)(=O)c2ccccc2)c2nc3ccccc3nc2n1Cc1ccccc1 | 5.9 | -4.3 | 3.3 | 30.4 | 2.3 | 78.8* | x | -0.7 | 17.2
Cc1occc1C(=O)NNC(=S)NCc1ccc(Cl)cc1 | 6.2 | -4.1 | 3.2 | -21.5 | 0.6 | -0.5 | 2.1 | 0.6 | 23.3
Cc1cccc(C2CC3(CC(C)(C)NC(=S)N3)Oc3cc(O)ccc32)c1 (stereo not given) | 6.3 | -4.7 | -0.2 | 23.1 | -0.2 | x | x | 0.0 | 25.0
COc1cc(C2CC(=O)Nc3ccccc3S2)cc(OC)c1OC (stereo not given) | 9.4&7.5 | 3.0 | 1.9 | -4.8&-21.5 | -11.6 | -1.9 | -2.1 | 0.1 | -2.5
O=C(NC(=S)Nc1ccccc1N1CCCCC1)c1ccc(-c2cccc([N+](=O)[O-])c2)o1 | 1.6 | 2.5 | -0.3 | -13.1 | -0.5 | -2.8 | -2.3 | 0.0 | 1.5
CCN(CC)C(=O)C1CCN(Cc2cn(C)nc2-c2ccc(Oc3ccccc3)cc2)CC1 | 2.1 | 0.1 | -1.8 | -39.6 | 1.4 | 1.8 | 0.0 | -0.3 | 23.1
Cc1ccc(S(=O)(=O)NCCCCCC(=O)Nc2cccc(C)c2)cc1 | 14.8 | -6.6 | 1.3 | 7.9 | 4.0 | -3.2 | 2.6 | -1.1 | 5.5
O=C(NCCCN1CCOCC1)c1cnn2c(-c3ccccc3)cc(-c3ccccc3)nc12 | x | -1.9 | -0.2 | -24.0 | -4.3 | 1.0 | -0.6 | 0.2 | 4.1
CC(=O)Nc1ccc(OCC(=O)NCc2ccccc2)cc1 | 10.9 | -10.5 | 1.6 | -5.1 | -0.1 | -2.7 | -5.5 | 2.6 | 19.5
NC(=O)C(c1ccccc1)c1ncc(C(F)(F)F)cc1Cl (stereo not given) | 6.5 | 0.6 | -0.2 | 33.1 | 8.5 | 0.7 | -2.4 | 0.3 | 0.9

Some of the entries above, set out differently:
Under each structure: EP2 antag | RBBP9 inh | zVAD death inh | EP2 mod | TNF death inh | Runt-CBFb FRET | Runt-SMMHC FRET | PERK inh | Hck Nef HTS
- O=C(NC(=S)Nc1ccccc1N1CCCCC1)c1ccc(-c2cccc([N+](=O)[O-])c2)o1
→ 1.6 | 2.5 | -0.3 | -13.1 | -0.5 | -2.8 | -2.3 | 0.0 | 1.5
- NC(=O)C(c1ccccc1)c1ncc(C(F)(F)F)cc1Cl (stereo not given)
→ 6.5 | 0.6 | -0.2 | 33.1 | 8.5 | 0.7 | -2.4 | 0.3 | 0.9
